Y pestis TopoI: Y. pestis Topo-I inhibition via cleavage products; Y. pestis Topo-I cleavage product accumulation, plate reader; activity, % at 10 µM; 360,000 tested, 0.064% active; in the data active = activity above about 50%, passing the limit was not always enough; inconclusive = no clear call, values can overlap the other calls; note: inactives centre near 2
PriA SSB inh: inhibitors of Klebsiella pneumoniae PriA binding to SSB C-terminal tail; 430,000 tested, 0.6% active; AlphaScreen SSBct-PriA binding, biotinylated peptide; inhibition, % at 33 µM; AID 1272365; in the data active = inhibition mostly above about 37%, no sharp cut-off; inactive = mostly below about 20%;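 note: plate controls were negative control peptide for no effect and reference peptide for full effect; strong numbers were not always called active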
PfHsp40 yeast: rescue of PfHsp40-mediated yeast toxicity. S. cerevisiae expressing PfHsp40, growth rescue, ATP luminescence. growth rescue, % at 12.5 µM. 340,000 tested, 0.68% active. AID 504582; in the data active = growth rescue above about 28%, passing the limit was not always enough; inconclusive = no clear call, values can overlap the other calls;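 note: yeast W303a lacking pdr1 and pdr3 grown in galactose medium; growth measured after three days at 30 °C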
Anthrax LF inh2: anthrax lethal factor protease inhibition; P15917; 360,000 tested, 0.12% active; multiplex microsphere protease cleavage assay, LF; inhibition, % at 10 µM; note: plate controls were buffer without enzyme for full effect and enzyme alone for no effect
Target sequence (P15917 whole entry, looked up): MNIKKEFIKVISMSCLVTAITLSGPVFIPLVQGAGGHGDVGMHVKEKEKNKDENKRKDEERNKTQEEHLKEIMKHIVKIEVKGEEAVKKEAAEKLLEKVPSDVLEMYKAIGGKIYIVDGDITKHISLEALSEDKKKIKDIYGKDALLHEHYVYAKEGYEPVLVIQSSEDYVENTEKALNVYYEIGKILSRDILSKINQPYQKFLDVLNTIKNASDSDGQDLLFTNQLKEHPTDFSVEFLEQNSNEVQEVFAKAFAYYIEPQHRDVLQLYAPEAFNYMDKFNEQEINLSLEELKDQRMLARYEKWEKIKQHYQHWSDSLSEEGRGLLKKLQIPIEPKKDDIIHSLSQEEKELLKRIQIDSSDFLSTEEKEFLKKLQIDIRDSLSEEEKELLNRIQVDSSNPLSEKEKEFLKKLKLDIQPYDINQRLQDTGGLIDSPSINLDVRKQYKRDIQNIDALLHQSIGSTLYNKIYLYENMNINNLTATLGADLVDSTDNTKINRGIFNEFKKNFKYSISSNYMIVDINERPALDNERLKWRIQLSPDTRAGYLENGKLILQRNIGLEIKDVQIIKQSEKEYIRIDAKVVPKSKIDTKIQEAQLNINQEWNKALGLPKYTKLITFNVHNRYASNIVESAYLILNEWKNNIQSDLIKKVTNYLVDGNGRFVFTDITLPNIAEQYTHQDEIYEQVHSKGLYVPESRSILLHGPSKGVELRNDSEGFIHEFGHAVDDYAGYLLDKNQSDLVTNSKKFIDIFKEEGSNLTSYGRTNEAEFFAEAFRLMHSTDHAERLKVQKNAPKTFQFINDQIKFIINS
BoNT-A LC inh2: blocks Botulinum neurotoxin A light chain protease; inhibition, % at 10 µM; 360,000 tested, 0.17% active; multiplex microsphere protease substrate cleavage, flow cytometry; note: plate controls were buffer without enzyme for full effect and enzyme alone for no effect
TcdB inh: TcdB glycohydrolase inhibition; inhibition, % at 9.99 µM; 350,000 tested, 0.24% active; P18177; TcdB glycohydrolase enzymatic assay, plate reader; in the data active = inhibition above about 10%
Vc quorum ag: quorum light induction in luxS cqsA deficient V. cholerae; V. cholerae BH1578 lux reporter, luminescence, 6 h; activation, % at 18.7 µM; 350,000 tested, 0.16% active; in the data active = activation mostly above about 9.7%, no sharp cut-off; inconclusive = no clear call, values can overlap the other calls; inactive = mostly below about 3.7%; note: not every result past the cut was called active; inactives centre near 0; reference of the scale not given here
SARS 3CLpro inh: SARS-CoV 3CLpro protease inhibition | 290,000 tested, 0.14% active | AID 1706 | inhibition, % at 6 µM | P0C6X7 | recombinant SARS-CoV 3CLpro, quenched FRET peptide cleavage; in the data active = inhibition above about 12%
PrPC surface inh: reduces human prion protein on the cell surface; inhibition, % at 13.8 µM; AID 720596; P04156; cell surface PrPC, TR-FRET read-out; 370,000 tested, 0.43% active; in the data active = inhibition above about 24%; note: 0% = median of the test wells and 100% = reference compound wells
An asterisk follows results filed as active; i = inactive; u = inconclusive; x = not tested or not shown; & = joins results of further samples. Cut-off read from the data, not from the text of the source, unless noted: active = inhibition above about 30%; inconclusive = no clear call, values can overlap the other calls; inactive = below that.

SMILES | Y pestis TopoI | PriA SSB inh | PfHsp40 yeast | Anthrax LF inh2 | BoNT-A LC inh2 | TcdB inh | Vc quorum ag | SARS 3CLpro inh | PrPC surface inh
CCCCC#Cc1ccccc1CC(=O)Nc1ccccc1 | -4 | -14 | -1.3 | -4 | 0.3 | 0.8 | i | 1 | -6
COc1cc(/C(C)=N/NC(=O)C(O)(c2ccccc2)c2ccccc2)ccc1O | -1 | x | -0.1 | 6 | 0.3 | 3.2 | 0.6 | -1 | 3
COc1ccccc1NC(=O)CSCc1ccc([N+](=O)[O-])cc1 | 0 | -4 | 1.6 | 1 | -0.4 | x | i | 2 | 0
CC(=NCCCn1ccnc1)c1c(-c2ccccc2)[nH]n(-c2nc3ccccc3s2)c1=O | 16 | 15 | -2.4 | 0 | -0.7 | x | i | 3 | -10
Cc1cc(C)nc(NS(=O)(=O)c2ccc(NC(=O)c3ccc(S(=O)(=O)N4CCOCC4)cc3)cc2)n1 | 6 | -16&-2 | -0.3 | 0 | 1.2 | 1.4 | -0.3 | 0 | x
CC1=C(C#N)C(/C=N/OCc2ccc(F)cc2Cl)CC(=O)N1 (stereo not given) | 2 | x | -1.3 | -2 | -0.1 | -0.4 | -0.8 | -5 | 0
O=C1C=C(c2ccc(Cl)c(C(F)(F)F)c2)C[C@@H](c2ccc(Cl)cc2)C1 | 23 | -2 | 0.2 | -6 | 0.6 | 1.8 | -10 | x | 1
Cn1c(=O)c2c(nc(N3CCCCC3)n2C)n(C)c1=O | 5 | 0 | -1.7 | 3 | 0.1 | x | -1.4 | 1 | -4
Cc1nn(-c2ccccc2)c(C)c1/C=N/NC(=O)c1cc(-c2ccc(Cl)s2)[nH]n1 | 5 | x | 0.2 | -5 | -4.4 | x | i | 5 | 3
CCOC(=O)c1c(N)sc(C(=O)N2CCCCCC2)c1C | 0 | 0 | 0.9 | -3 | 0.2 | x | i | -6 | -5
CCCCNC(=O)CCNS(=O)(=O)c1ccc(C)cc1 | -1 | 6 | -0.4 | 1 | -0.7 | x | i | -3 | -6
c1ccc2c(Nc3ccc(N4CCOCC4)cc3)nc(N3CCOCC3)nc2c1 | -3 | -14 | 1.3 | 12 | 0.5 | -0.5 | 2.1 | -7 | 2
CCc1c(C)[nH]n(-c2nc(-c3ccccc3)cs2)c1=O | 3 | 2 | -1.3 | -8 | 1.1 | 0.4 | -0.4 | 1 | -4
O=C(Cc1ccccn1)c1ccc(F)cc1 | 2 | -4 | -1.6 | -4 | -0.8 | -3.5 | i | x | 9
COc1ccc(S(=O)(=O)N2CCN(C(=O)c3ccc(C)o3)CC2)cc1 | -6 | 2 | -0.4 | -5 | 2.6 | 0.3 | i | 0 | 2
c1ccc(-c2nnc3sc(Cc4cccs4)nn23)cc1 | 22 | -3 | 1.1 | -2 | -0.6 | x | -0.3 | 0 | 6
COc1ccc(NC(=S)NC(C)Cc2cccs2)cc1 (stereo not given) | 1 | 1 | 0.3 | 0 | 0.2 | 1.7 | 0.6 | 1 | -2
COc1cc(C(=O)Nc2ccccc2N2CCCCC2)cc(OC)c1OC | 3 | 7 | 2.3 | -2 | 0.7 | -0.1 | i | 2 | 1
Cc1ccc(-c2nc(CN3CCCCC3)cc(CN3CCCCC3)c2O)cc1 | -1 | -7 | -0.6 | -1 | -1.1 | -0.8 | -0.2 | -2 | 6
c1ccc(-n2nnnc2-c2cnc(-c3cccnc3)nc2-c2cccs2)cc1 | 19 | -12 | 1.9 | -1 | 0.4 | x | -3.7 | 1 | 5
Cc1ccnc(N2C(=O)c3ccccc3C2Nc2cccc(C)c2C)c1 (stereo not given) | 5 | 8 | -0.9 | 3 | -0.4 | 0.9 | -0.6 | 0 | -1
CN=C(Nc1ccccc1)SC1CC(=O)N(c2cccc(OC)c2)C1=O (stereo not given) | -7 | -6 | -1.5 | -1 | -1.8 | 0.6 | -6.7 | 2 | 0
O=C(O)Cn1cc(/C=C2/SC(=O)N(CC(=O)N3CCCCCC3)C2=O)c2ccccc21 | x | 7 | x | x | x | -1.1 | x | 4 | -3
Cc1nc2ccc(C(=O)N3CCN(c4ccccc4)CC3)cn2c1N(C)C(=O)CCc1ccccc1 | 27 | x | x | -3 | 0.1 | 2.7 | -4.5 | x | -1
Cn1cnc2c(cnn2-c2ccccc2)c1=O | 7 | -5 | 1.0 | -10 | -0.9 | 0.1 | i | 7 | 2

One compound at a time, from the list above. Order of values: Y pestis TopoI	PriA SSB inh	PfHsp40 yeast	Anthrax LF inh2	BoNT-A LC inh2	TcdB inh	Vc quorum ag	SARS 3CLpro inh	PrPC surface inh
`Cc1nc2ccc(C(=O)N3CCN(c4ccccc4)CC3)cn2c1N(C)C(=O)CCc1ccccc1` reads 27	x	x	-3	0.1	2.7	-4.5	x	-1
`O=C(Cc1ccccn1)c1ccc(F)cc1` reads 2	-4	-1.6	-4	-0.8	-3.5	i	x	9
`c1ccc(-n2nnnc2-c2cnc(-c3cccnc3)nc2-c2cccs2)cc1` reads 19	-12	1.9	-1	0.4	x	-3.7	1	5
`CCCCC#Cc1ccccc1CC(=O)Nc1ccccc1` reads -4	-14	-1.3	-4	0.3	0.8	i	1	-6

New compounds follow
SMILES | Y pestis TopoI | PriA SSB inh | PfHsp40 yeast | Anthrax LF inh2 | BoNT-A LC inh2 | TcdB inh | Vc quorum ag | SARS 3CLpro inh | PrPC surface inh
CCc1cccc(C)c1NC(=O)c1cccnc1 | -4 | -11 | 8.3 | 31* | 4.9 | 0.0 | i | 3 | -2
O=C(NC1CCN(Cc2ccccc2)CC1)c1ccc(S(=O)(=O)NCc2ccco2)cc1 | 15 | 4 | -0.8 | 0 | -0.6 | 0.5 | -1.3 | 0 | 4
C=CCn1c(SCC(=O)NCc2ccc3c(c2)OCO3)nnc1-c1cccnc1 | -12 | -4 | -0.9 | -4 | -0.7 | 2.1 | -0.3 | -4 | -4
Cc1cc(Nc2ccc(F)cc2Cl)n2ncnc2n1 | 8 | -2 | -0.7 | 4 | -0.1 | -4.3 | -0.3 | 0 | 3
CC(NS(=O)(=O)c1cc2c3c(c1)CCC(=O)N3CCC2)c1ccccc1 (stereo not given) | -1 | 1 | 0.1 | x | x | -1.3 | i | x | -3
Cc1ccccc1CNC(=O)Cc1ccccc1[N+](=O)[O-] | -4 | -4 | -0.1 | 1 | 1.0 | x | -0.1 | 1 | -9
Cc1ccc(N2CC(C(=O)Nc3cccnc3)CC2=O)cc1Cl (stereo not given) | 5 | -10 | 0.5 | 0 | -3.8 | 2.3 | -0.2 | 8 | -1
C/C(=N\NC(=O)c1ccc([N+](=O)[O-])cc1)c1cccc([N+](=O)[O-])c1 | 0 | x | 0.1 | -7 | -0.6 | 0.0 | i | 1 | -28
Cc1onc(-c2ccccc2Cl)c1C(=O)N1CCN(Cc2ccc3c(c2)OCO3)CC1 | 4 | 0 | -0.1 | -1 | -0.6 | 0.1 | -3.0 | -2 | 3
C[C@H]1CN([C@@H](C)CO)C(=O)c2cc(-c3cccnc3)cnc2O[C@H]1CN(C)Cc1ccc(Oc2ccccc2)cc1 | 44 | x | x | -6 | -0.2 | 0.8&0.5&0.7 | -0.4 | x | -7
O=C(NC1CCCCCC1)C(Cc1ccccc1)n1cccc1 (stereo not given) | 18 | -8 | 1.4 | -7 | -0.7 | 0.1 | i | -1 | 10
O=C(c1nnc(-c2ccc(Cl)cc2)o1)C1CCCC1 | 5 | -4 | 0.2 | 3 | 0.4 | 0.6 | -0.3 | 0 | 9
Fc1ccc(C2N3CCCN23)cc1 (stereo not given) | -6 | 1 | -1.1 | 0 | -7.0 | -0.1 | i | -5 | 0
CCn1cc(C(=O)O)c(=O)c2cc(F)c(N3CCN(C(=S)NC(=O)c4ccc(F)cc4)CC3)cc21 | 4 | -3 | 0.9 | -1 | 0.1 | 0.5 | -4.2 | 0 | 5
Cc1ccc(CN2CCN(C/C(Cl)=C/c3ccccc3)CC2CCO)o1 (stereo not given) | -5 | 0 | -0.4 | 0 | -0.8 | 1.5 | i | -1 | -2
O=C(NCc1ccc2c(c1)OCO2)C1CCCN1C(=O)Nc1cccc(F)c1 (stereo not given) | -9 | -10 | -0.2 | -1 | -2.0 | x | -6.2 | -8 | -4
S=C(NCCCN1CCOCC1)N(Cc1ccccc1)Cc1ccccc1 | 13 | -3 | 1.6 | -1 | -2.0 | 0.7 | -1.5 | 0 | -2
COc1cccc(CNC(=O)[C@@H]2CCCN2C(=O)[C@H]2CCCCN2S(=O)(=O)c2ccc(OC)c(C)c2)c1 | x | x | x | 7 | 0.6 | 4.2 | x | x | 6
O=P(Oc1ccc(-c2ccccc2)cc1)(N1CC1)N1CC1 | 4 | -1 | 1.4 | -13 | -0.3 | 4.5 | i | x | -5
Nc1nc2nc[nH]c2c(=O)[nH]1 | 1 | -2 | -2.9 | -4 | -0.5 | x | -0.4 | x | x
CC(C)(C)c1ccc(S(=O)(=O)N2CCN(C(=O)C3=COCCO3)CC2)cc1 | 18 | -8 | -0.5 | 1 | -2.2 | -0.5 | i | x | 6
Cc1ccc2ncnc(Nc3cccc(C(=O)O)c3)c2c1 | 2 | -17 | 0.0 | -2 | -0.6 | 0.7 | -0.2 | 3 | 5
Cc1ccc(C(=O)Nc2cccnc2)cc1Cl | -3 | -10 | -0.4 | 2 | 0.5 | 1.1 | -0.2 | -1 | -3
C=CCNS(=O)(=O)c1nc(C)c(Cl)c(C)c1C#N | 1 | -4 | 0.1 | 12 | -0.6 | x | -0.3 | -2 | -1
O=C(NCc1ccccc1)c1ccc(NC(=O)C2CCCCC2)cc1 | 4 | -3 | -0.8 | -2 | -0.1 | 0.2 | i | x | -8
Further entries
SMILES | Y pestis TopoI | PriA SSB inh | PfHsp40 yeast | Anthrax LF inh2 | BoNT-A LC inh2 | TcdB inh | Vc quorum ag | SARS 3CLpro inh | PrPC surface inh
CSc1ccc(COC(=O)c2cc([N+](=O)[O-])ccc2N2CCOCC2)cc1 | 16 | 19 | -0.7 | 1 | 2.9 | 0.1 | -1.8 | x | 8
CCCc1nc2ccc(C(=O)OC)cn2c1Cc1ccccc1 | x | x | x | -7 | 2.5 | 0.5 | x | x | -4
CCC1Cc2[nH]c(=S)[nH]c(=O)c2C(c2ccc(Cl)cc2)O1 (stereo not given) | x | x | x | -3 | -1.3 | 0.5 | x | x | -7
Nc1c(N(CCC2=CCCCC2)C(=O)COc2ccc(F)cc2)c(=O)[nH]c(=O)n1Cc1ccccc1 | 15 | -5 | 0.3 | -3 | -1.4 | x | i | x | x
Cc1ccc(/C=C2\CCn3c2nc2cc(C(=O)O)ccc2c3=O)c(C)c1 | 8 | -3 | -0.8 | 6 | -3.1 | 1.3 | -1.8 | 2 | -6
C=CCNC(=O)NC(=O)COC(=O)CCCSc1nc2ccccc2[nH]1 | 8 | -4 | 0.5 | -9 | 0.4 | x | -0.3 | -7 | -4
CCOC(=O)N1CCN(c2cc(=O)n(-c3ccccc3C)c(=O)[nH]2)CC1 | -2 | 0 | -2.4 | 1 | 0.2 | 0.4 | -0.2 | -1 | 7
NC(Cc1ccc(F)cc1)c1csc(Nc2ccc(S(N)(=O)=O)cc2)n1 (stereo not given) | -12 | x | x | -12 | -0.1 | 0.7 | -0.4 | x | 1
CCCN1C=CC(=C2C(=O)c3ccccc3C2=O)C=C1 | 12 | -9 | -0.6 | -1 | 1.7 | x | i | -5 | -44
CCc1cccc(C)c1NC(=S)N(CCN(C)C)C(C)c1cccnc1 (stereo not given) | -10 | -2 | -0.2 | -2 | -0.3 | 0.2 | -0.1 | 5 | 1
OCC[C@H]1C[C@@H](O)[C@H](O)[C@]2(CCc3ccccc3O2)O1 | 5 | 0 | u | -11 | 0.2 | -4.0 | i | x | 3
O=C(COC(=O)Cc1cccc(F)c1)NC(=O)NC1CCCCC1 | 2 | -19 | -0.7 | -1 | 0.3 | 1.3 | 1.7 | x | -3
Nc1ccc(NC(=O)NC2CCCCC2)cc1 | -11 | -3 | -0.9 | -4 | 0.0 | 8.9 | -0.5 | -2 | -2
Cc1ccc(/C=C/c2ccc3cccc(O)c3n2)s1 | -9 | -7 | -1.5 | 20 | 0.1 | 0.7 | -1.6 | -4 | -8
COc1ccc(-c2nnc(SCC(=O)Nc3cc(C)on3)o2)cc1 | 10 | -17 | -0.8 | 0 | 0.1 | 0.1 | 0.7 | -5 | -3

Source: PubChem BioAssay (several laboratories)

These rows are one share of the data; count on the stated rates, not on these rows.
